FN deposition inh: fibronectin deposition inhibition. 350,000 compounds, 0.086% hits. inhibition, % at 12.6 µM. AH1F fibroblasts, Alexa488-fibronectin deposition fluorescence, overnight;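 active means mean inhibition across replicates of 30% or more, regardless of how many single replicates reach that level; inconclusive means mean under 30% yet at least half of replicates reach 30%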;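 further: positive control wells lacked labelled fibronectin entirely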
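Assay system: AH1F fibroblasts / Quantity: 10000 cells per well / Medium: DMEM plus 2% serum, read in PBS / Reagent: labelled fibronectin 24 nM / Dosing: single dose, pinned / Times: 1 h cell attachment, overnight exposure to compound and label / Signal: fluorescence, ex 485 nm, em 525 nm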
EWS-Fli inh: blocks EWS/Fli oncoprotein-driven transcription; inhibition, % at 12.6 µM; 350,000 compounds, 0.67% hits; A673 NR0B1-luciferase reporter, viability-normalised;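 active means mean inhibition of at least 50% after viability correction, with every replicate also passing that limit; inconclusive means mean reaches 50% but only one of two replicates passes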;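 further: firefly luciferase signal divided by Alamar Blue viability fluorescence both relative to DMSO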
DENV2 CPE rescue: protects cells from dengue virus 2 cytopathic effect. 350,000 compounds, 1.7% hits. AID 651640. DENV2-infected cells, cytopathic effect rescue, plate reader. CPE inhibition, % at 9.99 µM; in the data active means CPE inhibition above about 20%, passing the limit was not always enough; inconclusive means no clear call, values can overlap the other calls; tested in BHK-21 cells;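 further: 0% = median of neutral control wells and 100% = median of positive control wells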
CFTR F508del cor: correctors of CFTR F508del function in bronchial epithelial cells; CFBE cells, YFP halide quenching; stimulated with forskolin plus potentiator P3; % fluorescence drop versus neutral controls; activity (quench increase), % at 7.58 µM; 350,000 compounds, 0.36% hits;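 active means mean added fluorescence quench of at least 8% versus neutral control, with both replicates also reaching 8%; inconclusive means only one of the mean or replicate conditions met; inactive means mean below 8% and not both replicates reaching 8%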;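 further: cells transiently co-express mutant CFTR-F508del with the halide-sensitive YFP; corrector assay measuring rescue of mutant channel to the surface after 24 h compound exposure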
miR122 inh: blocks miR-122 activity in Huh7 sensor cells; Huh7 miR-122 Renilla luciferase sensor, 48 h; neutral wells = 0, positive control = 100; activation (reporter increase), % at 12.5 µM; 340,000 compounds, 0.3% hits; AID 602342;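 active means mean replicate activation score at least 90 and every replicate individually at or above 90; inconclusive means only one of the two criteria met; inactive means neither criterion met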;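 further: higher luciferase means less miR-122 activity so hits act as miR-122 inhibitors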
PAX8 inh HTS: inhibitors of PAX8 transcriptional activity in RMG-I cells | inhibition, % at 12.6 µM | 360,000 compounds, 1.2% hits | RMG-I TPO-luciferase reporter, SteadyGlo, 24 h | AID 652154;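 active means mean replicate inhibition at least 60% with every replicate also reaching 60%; inconclusive means only one of the two criteria is met; inactive means mean below 60% and not all replicates reaching 60%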;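 further: luciferase light reporting Pax8 driven TPO promoter activity; plate controls were median of neutral control wells for no effect and mitoxantrone controls for full effect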
GSIS activator: primary screen for activators of insulin secretion dependent on glucose, INS-1E cells, GLuc reporter luminescence. INS-1E GLuc reporter insulin secretion, 2-3 h. activation, % at 16.6 µM. 370,000 compounds, 0.61% hits. AID 743287;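 active means lowest replicate activation of at least 40%, so every replicate reaches that level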;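 further: 0% = median of neutral control wells and 100% = median of IBMX positive control wells; some compounds called inactive have numbers as strong as hits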
* marks the source's active call; other numbers are inactive results; ? = inconclusive; . = not tested or not shown; & = joins results of further samples; [ ] = another dose, or the depositor's remark.

SMILES	miR122 inh	DENV2 CPE rescue	FN deposition inh	GSIS activator	CFTR F508del cor	EWS-Fli inh	PAX8 inh HTS
N#Cc1cccc(-c2ccc(C3[C@@H]4CN(C(=O)C5CCCCC5)C[C@H]3N4)cc2)c1 (stereo not given in full)	.	-5&2	0&8	-4&-10	0.3&-0.2	19&1	14&22
N#C[C@@H]1N[C@H](CO)[C@@H]1c1ccc(/C=C/c2ccccc2)cc1	.	14	3	4	-0.5	31	-17
COc1ccc(C#Cc2ccc([C@@H]3[C@@H](CO)N4C(=O)CN(C(=O)c5ccncc5)C[C@H]34)cc2)cc1	.	10	.	12	3.0	-3	.
O=C(Nc1cccc(Cl)c1)N1CCCCCC1	4	-4	3	34	-1.2	-39	-22
O=C(C1CCOCC1)N1C[C@@H]2[C@H](c3ccccc31)[C@@H](CO)N2C(=O)Nc1ccccc1F	21[16.7 µM]	4	4	3	2.0	0	5
COc1ccc(NC(=O)N[C@@H]2CC[C@H](CCn3cc(-c4ccc(OC)cc4)nn3)O[C@H]2CO)cc1	.	-5	-13	-7	1.0	-1	-4
Clc1ccc(C2CC(c3cccs3)n3ncnc3N2)cc1 (stereo not given)	2	15	2	17	0.8	15	19
O=C(CSc1ccccc1)NCC(c1ccco1)N1CCCCC1 (stereo not given)	23	8	0	21	-2.0	2	6
S=C1NCc2cncnc2N1	.	-3	3	-2	0.6	-5	-1
CN(C(=O)CSc1nnc(-c2ccco2)n1Cc1ccccc1)C1CCS(=O)(=O)C1 (stereo not given)	-4	0	-4	38	-1.3	-6	-1
O=C(N/N=C\c1cc([N+](=O)[O-])ccc1N1CCCC1)c1ccccn1	.	.	.	1	0.7	-2	7
CCCCCCCN1C=CC(=O)CC1	-4	1	6	-35	0.2	-2	24
N/C(=N\OC(=O)c1ccc2ccccc2c1)c1ccc(Br)cc1	.	8	0	.	.	-21	-26
Cc1cccc(N(Cc2ccccc2)C(=O)CSC(C)C(=O)Nc2cc(C)on2)c1 (stereo not given)	.	-3	-9	-16	-2.1	5	19
O=c1cc(N2CCCCC2)c(-c2ccccc2)nn1Cc1cccc(F)c1	9	.	-2	2	.	.	25
COc1ccc(-c2cn(CC[C@H]3CC[C@H](NC(=O)Cc4ccccn4)[C@@H](CO)O3)nn2)cc1	.	-13	.	2	1.8	-8	86*
COc1ccc(NC2CC(=O)N(C(C)C)C2=O)cc1 (stereo not given)	-2	0	.	0	-2.3	-72	.
O=C(OCC(=O)N1CCCC1)c1ccc(NS(=O)(=O)c2cccs2)cc1O	1	.	7	0	-1.7	7	-10
CCC(=O)N(C)C[C@H]1Oc2cc(C#CCOC)ccc2S(=O)(=O)N([C@H](C)CO)C[C@H]1C	1[16.7 µM]	77*	-7	14	0.7	-10	.
COc1cccc2cc(C(=O)NC(C)C3CCCO3)c(=O)oc12 (stereo not given)	-1	.	8	.	.	.	-36
Nc1ccc(O)c2c1C(=O)c1ccccc1C2=O	-5	13	.	.	-2.0	-66	.
Cc1c(C(=O)N(C)CC(=O)Nc2cccc(F)c2)oc2c(Cl)cccc12	.	-1	5	-47	2.1	14	12
CC1(C(=O)NS(=O)(=O)c2ccc(Br)cc2)CCN1C(=O)Cc1ccsc1 (stereo not given)	-20	2	.	5	-1.0	-1	1
O=C(COC(=O)c1ccccc1F)Nc1cc(S(=O)(=O)N2CCOCC2)ccc1N1CCCC1	.	-6	.	0	1.2	-8	6
COc1ccc(C(=O)NCC(c2ccco2)N2CCc3ccccc32)cc1 (stereo not given)	.	-5	4	8	12*	?	43
O=C(Nc1ccccc1F)N[C@@H]1CC[C@@H](CCNC(=O)C2CCOCC2)O[C@H]1CO	.	9	-14	-10	3.9	-4	-3
Cn1cnc(S(=O)(=O)N2C[C@H](O)COC[C@H]3O[C@H](CC(=O)NCc4cccc(F)c4)CC[C@@H]32)c1	-5[16.7 µM]	-2	-6	7	0.3	-2	-2
CC(NC(=O)c1ccccc1F)c1ccccc1 (stereo not given)	.	4	-2	-9	-5.7	2	8
CCc1cc(CNC(=O)c2ccc(OC3CCN(CCc4ccccc4)CC3)cc2)on1	-15	-1	7	-1	1.5	.	10
CN(C(=O)COC(=O)c1cc([N+](=O)[O-])ccc1N1CCCC1)C1CCS(=O)(=O)C1 (stereo not given)	.	-1	0	4	-2.1	-3	2
O=C(COc1ccccc1F)OCC(=O)c1ccc([N+](=O)[O-])cc1	.	13	-11	13	-9.7	6	-11
Cc1cccc(C(=O)Nc2ccccc2SCC(=O)Nc2ccc(C)c(Cl)c2)c1	.	.	-4	12	.	.	0
C[C@H](CO)N1C[C@H](C)[C@@H](CN(C)Cc2ccccc2)Oc2c(NC(=O)Cc3ccccc3)cccc2C1=O	78	1	-3	-38	2.6	7	8
COc1cccc(CNC(=O)CCC2CCCN(C(=O)c3ccc(OC)c(F)c3)C2)c1 (stereo not given)	-4	-4	8	13	-2.9	-4	-6
CCc1oc2c(C)c(O)ccc2c(=O)c1-c1ccc2ccccc2n1	-10	.	5	-12	.	.	.
Cc1cc(=O)oc2c3c(cc(OCC(=O)N4CCC(C(=O)O)CC4)c12)OC(C)(C)CC3	2	-3	.	.	-1.3	-12	.
C[C@@H]1CCCCO[C@@H](CN(C)C(=O)C2CCCCC2)[C@@H](C)CN([C@H](C)CO)C(=O)c2cc(NC(=O)c3ccncc3)ccc2O1	-6[16.7 µM]	7	.	4	-2.5	-11	-6
CCOc1ccc(N(CC(=O)N2CCN(Cc3ccccc3)CC2)S(C)(=O)=O)cc1	5	2	8	-3	2.0	7	8
COc1ccc(-n2c(C)cc(-c3csc(NC(=O)c4ccc(S(=O)(=O)N(C)C)cc4)n3)c2C)cc1	0	.	-1	-15	.	.	16
CCC(=O)N1C[C@H](O)COC[C@@H]2O[C@@H](CC(=O)NCC3CCCCC3)CC[C@H]21	18[16.7 µM]	-8	-4	11	-1.5	-6	-52
CCOc1ccc(N(CC(=O)NC2CCCC2)S(=O)(=O)c2ccccc2)cc1	-3	7	-2	27	1.6	5	-18
C[N+](C)(C)CCCN(Cc1ccc2c(c1)OCO2)C(=O)NC1CCCCC1	.	-2	5	.	-1.9	1	-1
CCOc1ccc(S(=O)(=O)N2CCCCC2)cc1NC(=O)C1CSC2(C)CCC(=O)N12 (stereo not given)	3	.	-4	-1	-3.4	16	14
C[C@H](CO)N1C[C@H](C)[C@@H](CN(C)S(=O)(=O)c2ccc(Cl)cc2)Oc2ccc(NS(=O)(=O)c3ccc(F)cc3)cc2CC1=O	-1[16.7 µM]	?	.	-21	0.9	12	19
COc1cccc(C2=NOC(C(=O)NCc3ccccn3)C2)c1 (stereo not given)	0	.	5	1	.	.	.
CCCc1nnc(NC(=O)c2ccc(S(=O)(=O)N(C)c3ccccc3OC)cc2)s1	-5	2	7	-15	-2.3	4	11
CC(C)c1ccc(/C=C2\SC(=O)N(CC(=O)NC3C=CS(=O)(=O)C3)C2=O)cc1 (stereo not given)	-5	8	4	5	-4.5	18	-33
COc1ccc2c3c([nH]c2c1)[C@H](CO)N(CC1CC1)CC31CCN(Cc2ccccc2F)CC1	.	-34	.	-24	1.3	8	.
N#C[C@@H]1[C@@H](c2ccc(C3=CCCCC3)cc2)[C@H](CO)N1S(=O)(=O)c1ccccc1	.	-5	-7	-2	1.4	-19	6
CCOC(=O)[C@]12CCC=C1N(CCC1=CCCCC1)C(=O)[C@H](CC(=O)N1CCN(C(=O)C3CC3)CC1)C2	.	?	.	13	-4.9	5	-21

(further entries)
SMILES	miR122 inh	DENV2 CPE rescue	FN deposition inh	GSIS activator	CFTR F508del cor	EWS-Fli inh	PAX8 inh HTS
CN1C(=O)c2cc(NC(=O)c3cccs3)ccc2OC[C@@H]2O[C@@H](CC(=O)O)CC[C@H]21	5[16.7 µM]	-2	13	4	-3.2	2	5
Cc1csc(SC(C)C(=O)NCC2CCCCC2)n1 (stereo not given)	.	4	-11	12	-0.8	4	14
Cc1cc(NC(=O)c2cc(-c3ccccc3C)nc3ccccc23)no1	2	-1	-6	2	.	12	19
COc1cc(/C=N/NC(=O)c2cc(-c3cccs3)nc3ccccc23)ccc1O	1	5	5	23	-4.8	3	-39
CC(C)c1ccc(NC(=O)C2CCCN(S(=O)(=O)c3ccc4c(c3)C(C)(C)C(=O)N4C)C2)cc1 (stereo not given)	-3	-1	-5	.	5.8	6	45
Cc1noc(C)c1S(=O)(=O)Nc1ccc2c(c1)CC(=O)N([C@@H](C)CO)C[C@H](C)[C@@H](CN(C)S(C)(=O)=O)O2	-1[16.7 µM]	-3	.	-2	-4.3	-13	-19
Cn1c(N)c(C(=O)CSc2nnc(-c3ccccc3F)n2N)c(=O)n(C)c1=O	-2	10	-3	17	-2.3	3	1
CCN(CC(=O)Nc1ccc(N2CCOCC2)cc1)C(=O)Cc1ccccc1	-6	-1	-2	.	-0.3	-4	8
Cc1noc(C)c1NC(=O)N(C)C[C@H]1Oc2ccc(NS(=O)(=O)c3ccccc3)cc2C(=O)N([C@@H](C)CO)C[C@@H]1C	-1[16.7 µM]	17	.	18	1.0	-3	-8
Cn1c2ccsc2c2ncn(Cc3ccc(F)cc3)c(=O)c21	-9	6	15	28	-2.4	-18	6
COc1ccc(NC(=O)CSc2nc(=O)n(CCN3CCOCC3)c3c2CCC3)c(OC)c1	-2	-7	3	9	-2.9	1	2
C[C@@H]1CN([C@H](C)CO)C(=O)Cc2cc(N(C)C)ccc2O[C@H]1CN(C)Cc1ccc(C(F)(F)F)cc1	-5[16.7 µM]	-8	.	-20	0.4	-2	15
CN(C(=O)COc1ccc(Br)cc1Cl)C1CCCCC1	11	0	2	.	3.4	-24	-70
O=C(Cn1cc(COc2ccc(-n3cccc3)cc2)nn1)NS(=O)(=O)c1ccccc1C(F)(F)F	-3	-6	1	2	3.8	-8	-9
N#Cc1ccsc1NC(=O)CN1C(=O)NC2(CCCC2)C1=O	.	1	0	-2	-3.8	0	3
COc1ccc(N2CCN(C(=O)C3Cc4ccccc4CN3C(=O)c3ccccc3)CC2)cc1 (stereo not given)	-5	-7	-1	-17	0.0	-43	-46
COCCCNC(=O)C[C@H]1C[C@@]2(C(=O)OC)C(=C[C@H](C(C)(C)C)O[C@@H]2C)N(Cc2ccc3c(c2)OCO3)C1=O	.	0	14	-29	1.5	4	-8
O=C1CCC(C(=O)OCC(=O)N2N=C3/C(=C\c4ccccc4)CCCC3C2c2ccccc2)N1 (stereo not given)	-3	-4	.	.	5.5	5	11
CC(OC(=O)c1cccc(S(=O)(=O)Nc2ccccc2F)c1)C(=O)NCc1ccc2c(c1)OCO2 (stereo not given)	.	.	-2	-31	.	.	22
Cc1ccc2nc(-c3ccccc3)cc(C(=O)NCCCn3ccnc3)c2c1	15	.	-3	.	.	.	-19
O=C(C1=C[C@H](C2CC2)C[C@H](OCc2ccc(CO)cc2)O1)N1CCOCC1	3	-4&-14	-9	14	0.4&-1.1	-8&-8	-4&-11
O=C(Nc1cccc(Cl)c1N1CCCC1)c1ccc([N+](=O)[O-])o1	-2	12	0	-7	2.4	14	11
COC(=O)[C@@H]1[C@@H](CO)[C@@H]2Cn3c(ccc(-c4ccc(OC)cc4)c3=O)[C@@H]2N1S(C)(=O)=O	1[16.7 µM]	9	.	4	-1.0	-2	-6
O=C1c2ccccc2C(Nc2ccc(Cl)cc2)N1CCN1CCOCC1 (stereo not given)	.	-6	-6	.	-4.3	10	-9

Assay outcomes: PubChem, Broad Institute
